SENP6 block – inhibitors of human SENP6 protease | inhibition, % at 10 µM | Q9GZR1 | Recombinant SENP6 catalytic domain, aminoluciferin luminescence | actives 1.8% (n = 330,000) | AID 2599;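 active = inhibition above about 50% at the single tested dose, limit read from the data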;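 also: plate controls were DMSO wells with enzyme for no effect and DMSO wells lacking enzyme for full effect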
Apaf1 inhib – blocks human Apaf-1 apoptosome activity | inhibition, % at 20 µM | O14727 | reconstituted apoptosome caspase-3 activity, DEVD-Rh110 fluorescence | AID 489030 | actives 0.71% (n = 330,000); active = inhibition of at least 40% at 20 µM;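 also: plate controls were DMSO wells for no effect and DEVD-CHO caspase inhibitor wells for full effect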
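Assay system – apoptosome proteins · Medium – Hepes buffer, pH 7.5 · Also added – cytochrome c with DEVD-Rh110 · Timing – 30 min compound preincubation, 50 min activation, room temperature · Detection – Rh110 fluorescence, excitation 480 nm, emission 540 nm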
HKDC1 inh – blocks human hexokinase HKDC1 activity; Q2TB90; recombinant HKDC1, G6PDH/diaphorase resazurin coupled fluorescence; inhibition, % at 20 µM; actives 0.16% (n = 340,000); AID 493160;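 active = inhibition above about 35% when tested at 20 µM, limit read from the data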;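 also: plate controls were DMSO wells with enzyme for no effect and DMSO wells lacking enzyme for full effect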
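Material – in-house recombinant HK5 (HKDC1) enzyme · Quantity – HKDC1 at 5 µg/mL · Buffer or medium – pH 8.0 Tris buffer with 10 mM MgCl2 · Reagent – glucose with 1 mM ATP · Dosing – single 20 µM dose · Times – reaction time 90 min, room temperature, protected from light · Technique – resorufin fluorescence at 613 nm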
SENP1 FRET inh – blocks the human SENP1 SUMO protease catalytic domain. recombinant SENP1 catalytic domain, CyPet-SUMO1-YPet FRET cleavage. Q9P0U3. actives 0.21% (n = 360,000). AID 624204. inhibition, % at 10 µM;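 active = inhibition at least 30% at 10 µM, raw YFP signal under a set limit, fluorescence ratio 0.5 to 1.5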;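 also: 0% = enzyme with DMSO and 100% = no enzyme wells; some results filed as inactive read as strong as hits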
Target sequence (Q9P0U3 419-644 limits assumed): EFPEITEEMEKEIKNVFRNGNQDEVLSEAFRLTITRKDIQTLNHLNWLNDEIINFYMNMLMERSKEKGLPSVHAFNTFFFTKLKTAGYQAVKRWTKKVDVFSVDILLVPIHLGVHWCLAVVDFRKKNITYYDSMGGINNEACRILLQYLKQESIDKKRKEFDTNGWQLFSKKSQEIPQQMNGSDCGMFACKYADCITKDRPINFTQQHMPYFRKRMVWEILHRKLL
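Test system: recombinant human SENP1 catalytic domain, His6-tagged / Medium: pH 8 Tris buffer with EDTA, NaCl, BME, BSA, NP40, catalase / Also added: SUMO1 FRET substrate flanked by Cypet and Ypet, 25 nM / Times: 50 min reaction at room temperature / Signal: FRET, CFP and YFP emission / Control set: no-enzyme low control and enzyme-plus-DMSO high control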
SENP8 block-1 – inhibitors of human SENP8 protease. AID 602440. Q96LD8. inhibition, % at 20 µM. actives 0.64% (n = 360,000). recombinant SENP8, Nedd8 substrate fluorescence; in the data active = inhibition mostly above about 40%, no sharp cut-off; inactive = mostly below about 27%
Target sequence (Q96LD8 whole entry, looked up): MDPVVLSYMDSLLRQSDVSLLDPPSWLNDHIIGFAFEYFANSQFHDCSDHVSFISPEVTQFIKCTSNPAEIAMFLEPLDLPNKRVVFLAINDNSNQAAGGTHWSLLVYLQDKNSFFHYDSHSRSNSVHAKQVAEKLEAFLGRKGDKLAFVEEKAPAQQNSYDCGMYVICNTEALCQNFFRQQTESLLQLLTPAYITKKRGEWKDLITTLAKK
NALP3 yeast inh – inhibitors of NALP3 inflammasome in yeast; actives 0.39% (n = 330,000); inhibition, % at 10 µM; Yeast reconstituted NLRP3/ASC/caspase-1, beta-gal luminescence, 24 h;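 active = inhibition of 50% or more; inactive = inhibition below 50%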;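 also: plate controls were induced DMSO wells for no effect and uninduced yeast grown without galactose for full effect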
SENP7 block – SENP7 protease inhibition; Q9BQF6; recombinant SENP7, Z-RLRGG-aminoluciferin luminescence, 40 min; inhibition, % at 5 µM; actives 1.5% (n = 330,000); AID 434973;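 active = inhibition above about 50% at the single test dose, limit read from the data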;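 also: plate controls were DMSO with enzyme for no effect and no enzyme buffer wells for full effect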
Target sequence (Q9BQF6 706-1050 limits assumed): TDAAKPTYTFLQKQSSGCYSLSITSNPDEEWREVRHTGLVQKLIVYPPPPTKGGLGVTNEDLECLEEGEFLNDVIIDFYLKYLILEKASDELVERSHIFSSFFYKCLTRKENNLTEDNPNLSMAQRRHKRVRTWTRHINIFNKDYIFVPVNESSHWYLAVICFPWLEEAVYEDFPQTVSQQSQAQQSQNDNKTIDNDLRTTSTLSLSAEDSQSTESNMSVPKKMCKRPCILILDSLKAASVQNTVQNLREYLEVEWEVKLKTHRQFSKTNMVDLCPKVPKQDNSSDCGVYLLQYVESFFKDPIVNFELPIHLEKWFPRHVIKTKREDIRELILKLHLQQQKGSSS
SENP8 block-2 – inhibitors of human SENP8 protease; Q96LD8; purified SENP8, Z-RLRGG-aminoluciferin cleavage, luminescence; inhibition, % at 10 µM; actives 1.2% (n = 330,000); AID 2540; in the data active = inhibition above about 50%
PfG6PD inh – PfG6PD (Plasmodium falciparum) enzyme inhibition; PfGluPho enzyme, NADPH resazurin-diaphorase fluorescence; inhibition, % at 20 µM; actives 0.78% (n = 350,000); AID 504690;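 active = inhibition reaching at least a set limit at 20 µM in the primary screen, cut at about 59% in these data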;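 also: 0% = DMSO wells with substrate and 100% = DMSO wells lacking glucose-6-phosphate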
The depositor's hits bear a star; · = no result given.

SMILES	SENP6 block	Apaf1 inhib	HKDC1 inh	SENP1 FRET inh	SENP8 block-1	NALP3 yeast inh	SENP7 block	SENP8 block-2	PfG6PD inh
CC1CN(S(=O)(=O)c2ccc(C(=O)Nc3nncs3)cc2)CC(C)O1 (stereo not given)	0	-7	-3	0	-4	7	-1	-2	-29
O=C(CCSc1ccccc1)NC(=O)COC(=O)C1CCCCC1	-29	9	-3	2	17	23	-1	-2	-5
O=C(CN1CCCC1)N1c2ccccc2Sc2ccc(Cl)cc21	2	-2	-4	2	9	2	12	-13	10
CCN(CC)C(=O)C(C)OC(=O)COc1ccc(Cl)cc1C (stereo not given)	-16	-2	-2	-1	3	13	-10	-12	-12
COCCCNC(=S)N/N=C/c1ccc(N(C)C)cc1	4	4	-5	-11	-419	6	-2	-3	0
O=c1nc2s/c(=C\c3ccco3)c(=O)n2nc1Cc1ccc(F)cc1	-18	9	12	1	10	11	2	-1	-9
CCN1C(=O)c2cccc3c(S(=O)(=O)N(C(=O)c4cccnc4)c4ccc(OC)cc4)ccc1c23	-31	14	5	-69	-389	1	-9	-14	10
CC(C)(C)c1ccc(/C=C/C(=O)O)s1	14	3	-2	0	5	-21	2	2	-6
O=C(CN1C(=O)CSc2ncccc21)Nc1cccc(Cl)c1	-8	7	-1	-25	-10	7	9	6	15
CCCCCCOC(=O)c1ccc(NC(=O)c2cc(OC)c(OC)c(OC)c2Br)cc1	-4	18	6	1	28	4	-7	-7	22
CCSc1cnnc2ccccc12	·	·	-2	0	2	·	·	·	-11
CC(=O)Nc1ccc(NC(=O)CSc2nnc(NC(=O)C3CC(=O)N(c4ccc(F)cc4)C3)s2)cc1 (stereo not given)	7	-4	-1	-1	2	11	-4	11	-24
CCNC(=O)COC(=O)CCC(=O)c1ccc(F)cc1	12	-17	4	3	16	-6	0	3	5
CC(C)(C)OC(=O)N(CCc1ccccc1)Cc1ccc(OCc2cccc(NC(=O)/C=C/c3ccccc3)c2)cc1	·	·	1	4	16	·	·	·	1
O=C1[C@H]2[C@@H](C(=O)N1c1cccc3ccccc13)C1(C(=O)c3ccccc3C1=O)N1CCC[C@@H]21	-3	5	7	12	2	4	3	1	6
CC(=O)N1CCN(S(=O)(=O)c2cccc(C(=O)Nc3cc(C(F)(F)F)ccc3N3CCOCC3)c2)CC1	5	13	-5	2	1	2	-2	3	5
CCNC(=O)CN(CCc1ccccc1)S(C)(=O)=O	4	-4	-13	-1	0	22	1	-2	-16
CC1CCN(C(=O)CSc2nnc(Cc3cc(=O)[nH]c(=O)[nH]3)n2-c2ccc(Cl)cc2)CC1	8	-7	2	3	18	-3	0	4	-4
O=C(NC(=S)Nc1ccccc1Br)C1CCCC1	9	3	-4	3	0	30	-4	0	20
C=C1CC(Cn2cc(Br)c(=O)[nH]c2=O)(c2ccc(-c3ccccc3)cc2)OC1=O (stereo not given)	·	·	17	1	5	·	·	·	-4
CC1Oc2ccccc2N(Cc2ccccc2Cl)C1=O (stereo not given)	-16	3	-1	0	15	-144	-12	-2	-18
CCc1nccn1S(=O)(=O)c1ccc2ccccc2c1	-4	-5	-2	2	4	-15	-3	-5	11
CC1=C(C)C(O)N(Cc2ccccc2)C1=O (stereo not given)	-9	3	-8	0	7	3	0	-5	-5
O=C(/C=C/c1ccc2c(c1)OCCO2)c1ccccc1	24	-3	8	-6	-31	28	16	3	10
CCCCOP(=O)(OCCCC)C1(C)CC(=O)CC(C)(C)C1 (stereo not given)	·	·	-1	0	2	·	·	·	3

14 successive entries out of the list so far:
SMILES	SENP6 block	Apaf1 inhib	HKDC1 inh	SENP1 FRET inh	SENP8 block-1	NALP3 yeast inh	SENP7 block	SENP8 block-2	PfG6PD inh
CC(=O)Nc1ccc(NC(=O)CSc2nnc(NC(=O)C3CC(=O)N(c4ccc(F)cc4)C3)s2)cc1 (stereo not given)	7	-4	-1	-1	2	11	-4	11	-24
CCNC(=O)COC(=O)CCC(=O)c1ccc(F)cc1	12	-17	4	3	16	-6	0	3	5
CC(C)(C)OC(=O)N(CCc1ccccc1)Cc1ccc(OCc2cccc(NC(=O)/C=C/c3ccccc3)c2)cc1	·	·	1	4	16	·	·	·	1
O=C1[C@H]2[C@@H](C(=O)N1c1cccc3ccccc13)C1(C(=O)c3ccccc3C1=O)N1CCC[C@@H]21	-3	5	7	12	2	4	3	1	6
CC(=O)N1CCN(S(=O)(=O)c2cccc(C(=O)Nc3cc(C(F)(F)F)ccc3N3CCOCC3)c2)CC1	5	13	-5	2	1	2	-2	3	5
CCNC(=O)CN(CCc1ccccc1)S(C)(=O)=O	4	-4	-13	-1	0	22	1	-2	-16
CC1CCN(C(=O)CSc2nnc(Cc3cc(=O)[nH]c(=O)[nH]3)n2-c2ccc(Cl)cc2)CC1	8	-7	2	3	18	-3	0	4	-4
O=C(NC(=S)Nc1ccccc1Br)C1CCCC1	9	3	-4	3	0	30	-4	0	20
C=C1CC(Cn2cc(Br)c(=O)[nH]c2=O)(c2ccc(-c3ccccc3)cc2)OC1=O (stereo not given)	·	·	17	1	5	·	·	·	-4
CC1Oc2ccccc2N(Cc2ccccc2Cl)C1=O (stereo not given)	-16	3	-1	0	15	-144	-12	-2	-18
CCc1nccn1S(=O)(=O)c1ccc2ccccc2c1	-4	-5	-2	2	4	-15	-3	-5	11
CC1=C(C)C(O)N(Cc2ccccc2)C1=O (stereo not given)	-9	3	-8	0	7	3	0	-5	-5
O=C(/C=C/c1ccc2c(c1)OCCO2)c1ccccc1	24	-3	8	-6	-31	28	16	3	10
CCCCOP(=O)(OCCCC)C1(C)CC(=O)CC(C)(C)C1 (stereo not given)	·	·	-1	0	2	·	·	·	3

Next results.
SMILES	SENP6 block	Apaf1 inhib	HKDC1 inh	SENP1 FRET inh	SENP8 block-1	NALP3 yeast inh	SENP7 block	SENP8 block-2	PfG6PD inh
O=C(Nc1ccccc1)c1ccc(NC2CCCCC2)c(S(=O)(=O)N2CCOCC2)c1	4	10	0	1	-45	-8	6	-1	5
COc1cc2c(cc1OC)CN(C(=O)c1oc3ccccc3c1C)CC2	-10	13	-4	1	-2	23	-1	4	-1
CN(C(=O)CSc1nnc(N)s1)c1c(N)n(Cc2ccccc2)c(=O)[nH]c1=O	-10	-13	5	-31	9	7	0	-2	2
O=C(NCc1ccccc1Cl)C(=O)NCC1OCCN1S(=O)(=O)c1ccc(F)cc1 (stereo not given)	-12	9	-3	-2	0	4	9	-4	-3
Cn1c(-c2ccc(F)cc2)cnc1SCC(=O)N1CCCCC1	-1	0	-2	-1	17	12	1	-3	-6
CN1CCc2c(sc(NC(=O)c3ccc(S(=O)(=O)N4CCc5ccccc54)cc3)c2C(N)=O)C1	1	28	·	·	·	16	3	-1	·
Cc1nc2ccccc2c(=O)n1Cc1ccc([N+](=O)[O-])cc1	-4	5	-1	0	4	22	10	7	8
Cc1ccn2cc(CC(=O)O)nc2c1	-5	-5	-10	-2	-22	12	-9	-7	-6
CC1CCCC(C)N1C(=O)Cn1cnc2cc([N+](=O)[O-])ccc2c1=O (stereo not given)	5	-11	21	-32	-49	39	6	4	7
COC(=O)C1C(=O)NCC1c1ccccc1 (stereo not given)	-4	2	-3	0	11	-6	0	-1	-15
O=C1CC2(CCCCC2)Oc2ccc(O)cc21	7	-15	19	-2	-140	-7	6	8	1
Cc1ccc(C(=O)NNC(=O)Cn2nnc3ccccc32)cc1	-6	2	1	1	18	8	4	-2	-4
COc1ccc(S(=O)(=O)Nc2c(C)nn(C)c2C)cc1Br	6	-3	-3	1	13	4	5	1	-6
CCC(C)NC(=O)CC(c1ccccc1)c1cc(C)ccc1O (stereo not given)	-24	8	3	1	9	2	3	3	0
Cc1ccc(Nc2nc(=O)c3cc([N+](=O)[O-])ccc3s2)cc1	-9	-15	7	2	33	21	-4	0	43
CCN(CC)S(=O)(=O)c1ccc(OC)c(NC(=O)c2cccc([N+](=O)[O-])c2C)c1	-9	13	1	0	7	13	4	4	16
COCCn1nnnc1C(c1ccc(Cl)cc1)N1CCN(C(=O)c2ccco2)CC1 (stereo not given)	-2	1	1	0	11	3	0	-2	-12
Cc1cc(C)[n+](-c2ccc(C(C)C)cc2)c2[nH]c(=O)[nH]c(=O)c12	2	1	-4	-19	-293	10	-2	-4	2
CCC(=O)NCc1cc(-c2nn(C)c(=O)c3ccccc23)ccc1OC	6	-11	-2	-1	-23	-6	3	-3	2

Screening results (PubChem BioAssay)

Outcome played no part in choosing rows (roughly 4.1% active in at least one column).
